# Kir21 inh – inhibitors of mouse Kir2.1 inward-rectifier potassium channel; Inward rectifier potassium channel 2 (Mus musculus), P35561; HEK293-Kir2.1, FluxOR thallium flux fluorescence; stronger effect = lower value; B-score at 10 µM; 310,000 tested, 0.85% active;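 active = fluorescence ratio B-score at or below minus 3 SD of library scores, with starting-brightness B-score within 2 SD, cut at about -4.2 in these data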;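 note: channel flux triggered by added potassium and thallium sulfate stimulus; B-score of peak minus minimum fluorescence over baseline after thallium stimulus; more negative B-score means stronger Kir2.1 block with less thallium influx; some compounds called inactive have numbers as strong as hits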
# Target sequence (P35561 whole entry, looked up): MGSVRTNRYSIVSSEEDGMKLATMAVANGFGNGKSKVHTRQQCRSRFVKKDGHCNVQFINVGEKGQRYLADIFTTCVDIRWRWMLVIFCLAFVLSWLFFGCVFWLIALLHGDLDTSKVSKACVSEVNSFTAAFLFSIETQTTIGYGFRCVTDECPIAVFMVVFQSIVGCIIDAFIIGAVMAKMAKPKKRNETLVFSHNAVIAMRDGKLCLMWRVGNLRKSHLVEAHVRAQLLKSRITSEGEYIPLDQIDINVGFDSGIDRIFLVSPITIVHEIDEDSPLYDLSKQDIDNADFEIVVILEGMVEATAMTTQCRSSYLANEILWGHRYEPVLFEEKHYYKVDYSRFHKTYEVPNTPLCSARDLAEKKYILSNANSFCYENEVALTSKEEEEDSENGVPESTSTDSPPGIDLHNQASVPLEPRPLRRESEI
# CHT block – inhibitors of human choline transporter CHT. High affinity choline transporter 1 (Homo sapiens), Q9GZV3. CHT-expressing cells, membrane potential dye, choline response; stronger effect = lower value. B-score at 10 µM. 310,000 tested, 0.86% active. AID 488975, 2010;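 active = B-score over 3 SD under the library average, and starting fluorescence ratio not unusually high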;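 note: choline stimulus applied at its EC90 after an EC20 pre-addition; B-score computed on integrated fluorescence ratio after choline addition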
# Target sequence (Q9GZV3 whole entry, looked up): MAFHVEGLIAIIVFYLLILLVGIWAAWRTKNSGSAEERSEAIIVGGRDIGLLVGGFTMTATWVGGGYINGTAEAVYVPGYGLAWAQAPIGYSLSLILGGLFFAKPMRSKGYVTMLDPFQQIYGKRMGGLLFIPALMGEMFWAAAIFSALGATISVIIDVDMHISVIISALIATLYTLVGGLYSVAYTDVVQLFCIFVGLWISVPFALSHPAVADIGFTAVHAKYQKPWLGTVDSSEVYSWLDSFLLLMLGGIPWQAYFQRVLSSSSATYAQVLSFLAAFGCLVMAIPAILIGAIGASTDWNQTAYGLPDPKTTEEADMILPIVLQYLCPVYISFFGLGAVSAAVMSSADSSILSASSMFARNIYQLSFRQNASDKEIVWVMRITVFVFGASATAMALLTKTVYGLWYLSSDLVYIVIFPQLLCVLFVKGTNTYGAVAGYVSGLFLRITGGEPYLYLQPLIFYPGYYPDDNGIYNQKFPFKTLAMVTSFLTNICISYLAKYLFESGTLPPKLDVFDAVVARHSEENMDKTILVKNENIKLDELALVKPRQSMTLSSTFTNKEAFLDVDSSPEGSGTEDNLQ
# Starred values were filed as active, the others as inactive; i = inactive; x = no result given.
Kir21 inh | CHT block | Compound
-0.02 | i | O=C(NCc1ccc(F)cc1)Nc1ccc(Cl)cc1
2.65 | i | O=c1cc(C(F)(F)F)oc2c1ccc1ccccc12
0.05 | i | C=C(C)CSc1nc2c(c(=O)[nH]c(=O)n2C)n1CCC(C)C
-0.36 | i | CCCc1cc(=O)oc2c3c(cc(OCC(=O)N[C@@H](CSC)C(=O)O)c12)OC(C)(C)CC3
-0.79 | i | COCc1nnc(NC(=O)CSc2ccccc2)s1
0.13 | i | O=C(C1CCC(=O)N1Cc1cccnc1)N1CCN(c2ccc(F)cc2)CC1 (stereo not given)
-14 | i | COc1ccc(-[n+]2c(C)cc(/C=C3\Sc4ccccc4N3C)cc2C)cc1
-1.35 | i | O=C(Nn1cnnc1)c1ccccc1F
2.42 | i | COC(=O)c1nn(-c2ccccc2)c(=O)cc1Oc1ccccc1
-0.59 | i | CCN(CC)c1nc(-c2cccc(OC)c2O)nc2ccccc12
-1.18 | i | COc1ccc(Nc2c(-c3ccc(C)cc3)nc3cnccn23)cc1
-0.68 | i | CCOc1cc2[nH]c(=O)n(CC3CCC(C(=O)NCCCOC)CC3)c(=O)c2cc1OCC (stereo not given)
-1.02 | i | CS(=O)(=O)N(CC(=O)N1CCN(Cc2ccccc2)CC1)c1ccc(F)cc1
-2.58 | i | CCN(c1cccc(C)c1)S(=O)(=O)c1cc2c3c(c1)CCN3C(=O)CC2
0.06 | i | Cc1ccc(-n2c(-c3cccnc3)n[nH]c2=S)c(C)c1
1.78 | i | Cc1noc(C)c1C(=O)NC(C)c1ccc2c(c1)OCO2 (stereo not given)
1.18 | i | O=C1C(=Cc2cccs2)C(=O)c2ccccc21
-1.51 | i | O=C(COc1ccccc1[N+](=O)[O-])N/N=C/c1ccc(O)c([N+](=O)[O-])c1
0.31 | i | CC(=NCCc1ccccc1)C1=C(O)C(c2ccccc2)OC1=O (stereo not given)
-0.97 | i | Cc1cccc(C(=O)NCCNC(=O)c2ccco2)c1
0.01 | i | Cn1cc([N+](=O)[O-])c(C(=O)Nc2ccc(-c3nc4ccccc4[nH]3)cc2)n1
0.11 | i | CCOC(=O)c1sc(NC(=O)CSc2nnc(-c3ccco3)n2CC)c(C(=O)OCC)c1C
0.28 | i | O=C(CN1C(=O)C(=O)c2ccccc21)c1ccccc1
0.76 | i | O=C(O)Cc1ccc(O)c(O)c1
-1.51 | i | COc1cccc(CN2C(=O)C(C)N(C(=O)c3ccccc3)c3ccccc32)c1 (stereo not given)
-1.96 | i | CCOc1ccc2oc(C(=O)O)c(C)c2c1
0.46 | i | CCCCCCCCSc1nnc(/N=C/N(C)C)s1
-2.33 | i | CCOC(=O)C1=C(Cn2cnc3ccccc32)NC(=O)NC1c1ccc(OC)cc1 (stereo not given)
0.65 | i | CN(CC(=O)Nc1ccc2c(c1)OCCO2)S(=O)(=O)c1cccc2cccnc12
-0.22 | i | CC(CCc1ccccc1)NC(=O)COc1cc(F)ccc1[N+](=O)[O-] (stereo not given)
0.65 | i | COC(=O)c1ccc(Oc2cc(C)nc(NCc3ccccc3)n2)cc1
0 | i | CCC(CC)c1nnc(NC(=O)CCc2ccccc2OC)s1
-0.11 | i | NC(=O)COC(=O)/C=C/c1ccc2ccccc2n1
-0.1 | i | CCOC(=O)c1ccc(NC(=O)N2CCCCC2)cc1
-0.84 | i | CCCCC1N2CC3([N+](=O)[O-])CN1CC([N+](=O)[O-])(C2)C3(C)C (stereo not given)
1.21 | i | COC(=O)c1c(C)nc2nonc2c1N
0.72 | i | Cc1cc(=O)oc(C)c1C(=O)NCCc1ccc(F)cc1
1.1 | i | COC(=O)C(C)Oc1ccc2cc(-c3ccccc3)c(=O)oc2c1 (stereo not given)
-0.21 | i | CCCCCNC(=O)c1ccc2c(=O)n(CC3CCCO3)c(=S)[nH]c2c1 (stereo not given)
-0.02 | i | CC(=O)Nc1cccc(/C(C)=N/NC(=O)c2cccc(S(=O)(=O)N3CCOCC3)c2)c1
0 | i | Cc1cccn2c(=O)c3cc(C(=O)NC(C)C)c(=N)n(Cc4ccncc4)c3nc12
-0.3 | i | CC(=O)Nc1cccc(Oc2ncccc2[N+](=O)[O-])c1
-3.93 | i | Clc1cccc(-c2nnc(SC/C=C/c3ccccc3)n2Cc2ccco2)c1
-0.02 | i | O=C(NCC1CC1)Nc1cccs1
1.18 | i | Cc1cc(C(=O)CSc2nc(N)cc(=O)[nH]2)ccc1F
x | i | CCCS(=O)(=O)N1CCC(C(=O)N2CCN(C(=O)OCC)CC2)CC1
0.88 | i | COC(=O)c1sccc1NC(=O)/C=C/c1ccc(Cl)cc1Cl
-1.62 | i | COc1cccc(/C=C/c2n[nH]c(=O)c(C#N)c2C)c1
-0.78 | i | O=C(O)c1ccc(N/N=C/c2cc(Br)cs2)cc1
2.1 | i | O=C(COC(=O)Cc1cccc(C(F)(F)F)c1)NCC1CCCO1 (stereo not given)
-0.66 | i | Cn1ncc(Cl)c1C(=O)NCc1ccc2c(c1)OCO2
1.28 | i | CCOc1ccc(/C=N/n2c(SC)nnc(C(C)(C)C)c2=O)cc1
-0.45 | i | CC(O)CNCc1ccc(Cl)cc1Cl (stereo not given)
-0.81 | i | CSCCC(NC(=O)c1ccc(Cl)cc1Cl)C(=O)OC(C)C(=O)NCc1ccco1 (stereo not given)
0.69 | i | CC(NC(N)=O)C(=O)NCC(=O)OCc1ccccc1 (stereo not given)
0.13 | i | COc1cc(C=O)ccc1OCCCOc1ccc([N+](=O)[O-])cc1

# Sorted by molecular weight (lowest first): seven of the compounds above
Kir21 inh | CHT block | Compound
-0.02 | i | O=C(NCC1CC1)Nc1cccs1
-0.66 | i | Cn1ncc(Cl)c1C(=O)NCc1ccc2c(c1)OCO2
1.1 | i | COC(=O)C(C)Oc1ccc2cc(-c3ccccc3)c(=O)oc2c1 (stereo not given)
1.28 | i | CCOc1ccc(/C=N/n2c(SC)nnc(C(C)(C)C)c2=O)cc1
-2.58 | i | CCN(c1cccc(C)c1)S(=O)(=O)c1cc2c3c(c1)CCN3C(=O)CC2
0 | i | Cc1cccn2c(=O)c3cc(C(=O)NC(C)C)c(=N)n(Cc4ccncc4)c3nc12
-0.68 | i | CCOc1cc2[nH]c(=O)n(CC3CCC(C(=O)NCCCOC)CC3)c(=O)c2cc1OCC (stereo not given)

# New compounds follow
Kir21 inh | CHT block | Compound
-0.59 | i | O=C(CSc1nc2ccc([N+](=O)[O-])cc2[nH]1)NC1CCCC1
0.62 | i | CCCCOc1ccc(OC(=O)Nc2cc(Cl)ccc2OC)cc1
0.68 | i | CCc1ccc(CN2CCCC(C(=O)Nc3ccc(-c4cscn4)cc3)C2)o1 (stereo not given)
1.26 | i | O=C(NCCc1ccccc1)c1cc(S(=O)(=O)N2CCOCC2)ccc1F
-0.33 | i | COc1ccc(-n2nnc3c(=O)n(CC(=O)OCc4ccccc4)cnc32)cc1
-1.51 | i | Cc1ccc(S(=O)(=O)Nc2nc3ccccc3nc2NCc2ccco2)cc1
1.11 | i | O=C1N=C(N2CCCCC2)SC1=C1CCCC1
-2.2 | i | Cc1cc(C)c(NC(=O)CS(=O)CC(=O)NC2CCCc3ccccc32)c(C)c1 (stereo not given)
-0.42 | i | Cc1c(CC(=O)O)c(=O)oc2c(C)c(OCc3ccccc3)ccc12
-1.9 | i | Oc1ccc(F)c2cccnc12
1.57 | i | CC(=O)Cc1nsc(NC(=O)c2cc(-c3cccc(C(F)(F)F)c3)oc2C)n1
0.13 | i | CC(=O)c1ccc(NC(=O)C(Cc2ccccc2)n2cccc2)cc1 (stereo not given)
x | i | CN(C)C1=NC[C@H](Cc2ccccc2)N1CCCCc1ccccc1
0.03 | i | Cc1cc(C)n2nc(CC(=O)NC3CCCCCC3)nc2n1
-0.17 | i | O=C(O)CSc1ncccc1C(=O)O
0.88 | i | CCCCC(=O)NC(c1ccccc1Cl)c1c(O)ccc2ccccc12 (stereo not given)
0.9 | i | Cc1cc(C)c2nc(SCC(=O)NCC3CCCO3)c(C#N)cc2c1 (stereo not given)
0.89 | i | Cc1ccc(Cl)cc1N1CCN(C(CC(C)C)c2nnnn2CC2CCCO2)CC1 (stereo not given)
0.63 | i | CCN(C(=O)COC(=O)c1c2c(nc3ccccc13)/C(=C/c1ccccc1)CC(C)C2)C1CCS(=O)(=O)C1 (stereo not given)
-4.35* | i | Cc1cccc(N2C(=O)/C(=C\c3ccc(OC(F)F)cc3)c3ccccc3C2=O)c1
1.53 | i | N#CC1=C(N)OC2=C(C(=O)CCC2)C1c1ccncc1 (stereo not given)
-0.77 | i | CN(C)S(=O)(=O)N(CC(=O)Nc1ccccc1)c1ccccc1
-1.49 | i | O=C(/C=C\c1ccccc1)Oc1cccc2cccnc12
0.14 | i | COc1cc(C(=O)O/N=C(\N)Cc2ccc([N+](=O)[O-])cc2)cc(OC)c1OC
0 | i | COCCNC(=O)c1c[nH]n2c(=O)cc(C3CCN(C(=O)OC(C)(C)C)CC3)nc12
0.06 | i | O=[N+]([O-])c1cccc(/C=C/c2nc3ccc([N+](=O)[O-])cc3[nH]2)c1
-3.18 | i | COc1ccc(CCNC(=O)CSCc2ccc(Cl)cc2)cc1OC
0.01 | i | Cc1ccc(C(=O)N/C(=C\c2ccccc2)C(=O)NCCN2CCOCC2)cc1
-0.73 | i | CCNc1ccc(C2(O)C(=O)c3ccccc3C2=O)cc1
0.73 | i | NC(=S)N/N=C/c1ccc(-c2ccc(Cl)c(Cl)c2)o1
0.57 | i | C/C(=N/NC(=O)CN1CCN(S(=O)(=O)c2ccc(Br)cc2)CC1)c1cccnc1
-0.43 | i | O=C(NCc1ccc2c(c1)OCO2)C1CCCN(C(=O)c2ccc(Cl)cc2)C1 (stereo not given)
0.21 | i | NS(=O)(=O)c1cccc(NC(=O)c2ccc3nc[nH]c3c2)c1
0.37 | i | O=C(N/N=C\c1cn[nH]c1-c1ccccc1)c1cccnc1
-0.02 | i | CC(=O)c1ccc(-c2nnc(CCC(=O)N(C)Cc3c(C)nc4ccccn34)o2)s1
0.15 | i | COC(=O)c1ccc(-n2nnnc2SCC(=O)Nc2ccccc2F)cc1
-0.83 | i | COc1cccc(OC)c1OCCCCN1CCCC1
0 | i | OCCN(Cc1ccccc1)Cc1ccc(C(F)(F)F)cc1
1.59 | i | CCSc1nc2sc3c(c2c2[n+]1CC(CBr)O2)CCCC3 (stereo not given)
1.6 | i | COc1ccc(C(C(=O)NCC2CCCO2)N(C(=O)Cn2nnc3ccccc32)c2ccc(NC(C)=O)cc2)cc1OC (stereo not given)
-0.73 | i | O=C1C2C3C=CC(C4CC34)C2C(=O)N1/N=C/c1ccc(-c2cccc([N+](=O)[O-])c2)o1 (stereo not given)
-4.87 | i | CC(C)Cn1c(=O)c2c(nc3n2CCCN3Cc2ccccc2)n(C)c1=O
-2.65 | i | CCN(Cc1nc(-c2ccccc2)no1)C(=O)COc1cccc(OC)c1
-0.01 | i | CC(=O)c1c(C)[nH]c(C(=O)NC2CCSc3ccccc32)c1C (stereo not given)
-0.78 | x | COc1ccc(NC(=O)C2CCN(C(=O)C3CC(=O)N(c4ccc(C)cc4)C3)CC2)cc1 (stereo not given)
-0.73 | i | C[C@H](NC(=O)N1CCn2c1nc1ccccc12)C(=O)NCc1ccccc1
-1.02 | i | CCc1ccc(NC(=O)C/C(C)=N/NC(=O)OCc2ccc(OC)cc2)cc1
0.6 | i | Cn1c(N)c(C(=O)COC(=O)CCc2ccccc2)c(=O)n(C)c1=O
0.01 | i | COc1ccccc1C(=O)NCCC(=O)N(C)CC(=O)Nc1ccccc1Br
1.25 | i | O=C(OC(C(=O)NCc1ccccc1)c1ccccc1)c1ccco1 (stereo not given)
-0.58 | i | Clc1ccc(-c2c[n+](Cc3ccc(Cl)cc3Cl)c3n2CCCCC3)cc1
0.91 | i | CC(=O)c1cccc(NC(=O)c2ccc(S(=O)(=O)N3CCCC3)cc2)c1
0.16 | i | Cc1ccccc1C(=O)Nc1nnc(S(=O)(=O)N2CCCCCC2)s1
1.19 | i | O=C(CCc1nc2sc3c(c2c(=O)[nH]1)CCCC3)NCCOc1ccccc1
-0.08 | i | N#C/C(=C\C1CC2C=CC1C2)c1nc2ccccc2[nH]1 (stereo not given)
-0.88 | i | Cc1ccc(F)cc1S(=O)(=O)NCc1ccc(N2CCN(C)CC2)cc1

# Six entries from above, as tab-separated lines:
mol	Kir21 inh	CHT block
O=c1cc(C(F)(F)F)oc2c1ccc1ccccc12	2.65	i
COc1cccc(CN2C(=O)C(C)N(C(=O)c3ccccc3)c3ccccc32)c1 (stereo not given)	-1.51	i
NS(=O)(=O)c1cccc(NC(=O)c2ccc3nc[nH]c3c2)c1	0.21	i
O=C(/C=C\c1ccccc1)Oc1cccc2cccnc12	-1.49	i
COCc1nnc(NC(=O)CSc2ccccc2)s1	-0.79	i
Oc1ccc(F)c2cccnc12	-1.9	i

# Carrying on:
Kir21 inh | CHT block | Compound
0.89 | i | Cc1ccc(NC(=O)[C@H](Cc2c[nH]c3ccccc23)NC(=O)[C@@H]2Cc3ccccc3CN2)c(C)c1
-1.85 | i | CC(NC(=O)CSc1cccc(C(F)(F)F)c1)c1ccccc1 (stereo not given)
-1.5 | i | CCc1cccc(NS(=O)(=O)c2ccc3c(c2)NC(=O)C(C)S3)c1 (stereo not given)
-1.89 | i | Cc1cc(CN2C(=O)c3ccccc3C2=O)no1
-0.88 | i | C/C(=N\Nc1ccc(Cl)cc1)c1c(O)cc(C)oc1=O
-0.26 | i | Cc1ccc(C(=O)Nc2c(C)cc(C)c3cccnc23)cc1
0.46 | i | CC1(C)SC(=S)N(/N=C/c2ccccc2O)C1N(O)C(=O)Nc1ccccc1 (stereo not given)
-1.71 | i | CS(=O)(=O)c1ccc(Cl)c(NC(=O)c2cccc(Br)c2)c1
0.81 | i | CC(C)NC(=O)CN1C(=O)c2cccc3cccc1c23

# Screens as filed in PubChem BioAssay.
